CYP2C19 act: increases human CYP2C19 enzyme activity | recombinant CYP2C19, luciferin-H EGE luminescence; stronger effect = higher value; 0 = fully inhibited enzyme, 1 = untreated enzyme | activation factor at 5 µM | 96,000 tested, under 10 active;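 active = activation factor of at least 2 at 5 µM in the primary screen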;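 also: 0 = wells with 2.5 mM tranylcypromine and 1 = vehicle-only wells; values of inactives mirror those of a sister screen read the other way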
Ecoli WT expand: growth inhibitors of E. coli BW25113 wild type; 98,000 compounds, 0.15% hits; growth inhibition, % at 100 µM; OD600 absorbance;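 active = growth inhibition above about 50% at one test dose, limit read from the data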;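 also: growth measured after 20 h incubation at 37 °C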
CYP2C9 act: CYP2C9 (human) activation. activation factor at 5 µM. recombinant CYP2C9, luciferin-H conversion, luminescence; stronger effect = higher value; factor 1 = untreated enzyme, 0 = blocked. 96,000 compounds, 1.4% hits;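 active = activation factor of 2 or more for CYP2C9 at a 5 µM dose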;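 also: 0 = sulfaphenazole-blocked wells and 1 = vehicle-only wells; values of inactives mirror those of a sister screen read the other way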
Pyk2 oligo antag: antagonists of human Pyk2 oligomerization | z-score (the deposit names both 25 µM and 10 µM) | Q293 cells, Pyk2 FERM NanoBiT luminescence; stronger effect = lower value | 99,000 compounds, 0.83% hits | AID 1347419;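 active = Z-score of -3 or lower, scaled per plate to the spread of control and sample wells; inactive = z-score above -3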;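 also: negative z-score means lost luminescence so less FERM oligomerization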
Target sequence (Q14289 whole entry, looked up): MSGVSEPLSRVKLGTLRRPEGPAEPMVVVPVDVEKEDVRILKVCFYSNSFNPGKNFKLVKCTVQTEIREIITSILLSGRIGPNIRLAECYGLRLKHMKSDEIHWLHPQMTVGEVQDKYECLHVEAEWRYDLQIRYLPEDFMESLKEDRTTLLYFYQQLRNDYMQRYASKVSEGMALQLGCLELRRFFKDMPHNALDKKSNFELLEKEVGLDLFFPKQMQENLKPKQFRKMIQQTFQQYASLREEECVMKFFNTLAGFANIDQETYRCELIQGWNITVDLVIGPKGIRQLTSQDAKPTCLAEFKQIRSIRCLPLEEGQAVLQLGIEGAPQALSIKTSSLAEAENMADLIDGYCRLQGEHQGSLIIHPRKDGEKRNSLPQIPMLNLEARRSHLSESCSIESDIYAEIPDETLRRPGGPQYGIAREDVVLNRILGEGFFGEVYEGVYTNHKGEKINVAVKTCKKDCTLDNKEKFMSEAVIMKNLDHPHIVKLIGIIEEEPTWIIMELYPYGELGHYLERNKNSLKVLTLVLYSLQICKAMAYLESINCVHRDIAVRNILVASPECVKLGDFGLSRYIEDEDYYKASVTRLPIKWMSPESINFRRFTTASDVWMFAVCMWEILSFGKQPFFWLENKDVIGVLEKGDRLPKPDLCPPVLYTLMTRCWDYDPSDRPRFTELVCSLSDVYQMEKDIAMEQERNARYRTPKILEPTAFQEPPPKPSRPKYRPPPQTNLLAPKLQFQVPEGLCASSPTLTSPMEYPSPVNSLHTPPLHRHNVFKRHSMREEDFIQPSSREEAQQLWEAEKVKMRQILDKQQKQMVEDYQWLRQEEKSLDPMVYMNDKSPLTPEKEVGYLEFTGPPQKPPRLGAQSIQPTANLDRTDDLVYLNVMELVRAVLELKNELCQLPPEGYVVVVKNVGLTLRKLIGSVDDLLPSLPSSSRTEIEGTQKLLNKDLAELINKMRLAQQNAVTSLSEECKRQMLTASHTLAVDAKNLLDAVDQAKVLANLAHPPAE
CYP2C19 inh: inhibitors of human CYP2C19 | P33261 | CYP2C19 Supersomes, luciferin-H EGE luminescence, 30 min | inhibition, % at 5 µM | 96,000 compounds, 21% hits | AID 778;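 active = CYP2C19 inhibition above a set limit at 5 µM in the primary screen, cut at about 50% in these data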;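 also: plate controls were negative control wells for no effect and 2.5 mM tranylcypromine positive control for full effect; values of inactives mirror those of a sister screen read the other way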
EphB4 antag: EphB4-ephrin-B2 interaction antagonism. 97,000 compounds, 0.15% hits. inhibition, % at 7 µM. EphB4 LBD / TNYL-RAW-Alexa532 peptide, fluorescence polarization. P54760;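 active = inhibition above the screen-wide mean inhibition plus 3 SD, cut at about 15% in these data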;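 also: 0% = DMSO wells and 100% = excess unlabeled TNYL-RAW peptide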
PLAP act: human PLAP activation. activation fold at 20 µM. P05187. purified PLAP enzyme, luminescent substrate read-out; stronger effect = higher value. AID 696. 96,000 compounds, 1.2% hits; in the data active = activation fold above about 2
PostGolgi yeast: growth inhibition of a yeast mutant, post-Golgi transport screen; inhibition, % at 10 µM; 98,000 compounds, 0.9% hits; post-Golgi transport phenotypic cell assay; AID 739; in the data active = inhibition above about 30%;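 also: yeast cells grown in 1536-well plates; yeast grown about 18 h at 30C before absorbance read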
CYP2C9 inh: human CYP2C9 inhibition; inhibition, % at 5 µM; 96,000 compounds, 20% hits; P11712; CYP2C9 Supersomes, luciferin-H conversion, luminescence;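 active = blocking of liver enzyme CYP2C9 beyond about 50% at 5 µM, limit read from the data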; also: values of inactives mirror those of a sister screen read the other way
An asterisk follows results filed as active; . = not tested or not shown.

SMILES | CYP2C19 act | Ecoli WT expand | CYP2C9 act | Pyk2 oligo antag | CYP2C19 inh | EphB4 antag | PLAP act | PostGolgi yeast | CYP2C9 inh
S=C1N(c2ccccc2)C(c2ccc(Cl)cc2)N2CCCN12 (stereo not drawn) | 0.4 | -2.0 | 0.6 | -0.64 | 62.6* | -5.6 | 1 | -4.3 | 44.4
O=C(Nc1ccc2c(c1)OCO2)C1CCCN(S(=O)(=O)c2cccs2)C1 (stereo not drawn) | 0.5 | 4.0 | 0.3 | 0.12 | 53.3* | -1.9 | 1 | -3.2 | 67.5*
COc1ccc(N2C(=O)CC(c3ccc(OC(C)C)cc3)C2=O)cc1 (stereo not drawn) | 1.2 | -1.0 | 0.7 | . | -15.1 | . | 0.9 | -4.2 | 28.3
O=C(c1ccc(F)cc1)c1c[nH]c(C(=O)NCCCN2CCOCC2)c1 | 1.1 | -3.0 | 1 | 0.96 | -9.4 | 3.7 | 1.3 | -1.0 | -3.0
Cc1ccc(S(=O)(=O)Cc2ccc(C(=O)NCCCN3CCN(C)CC3)o2)cc1 | 0.9 | -2.0 | 0.9 | 0.34 | 6.3 | -3.8 | 1.4 | 5.0 | 10.3
O=C(CCN1CCCCC1c1cccnc1)NCc1ccccc1 (stereo not drawn) | 0.8 | 8.0 | 0.9 | -0.25 | 18.5 | 1.6 | 0.9 | 0.0 | 7.8
CCOC(=O)c1cc(C#N)c(Oc2ccccc2OC)nc1-c1ccccc1 | 0.6 | -20.0 | 0.4 | -1.68 | 42.4 | -1.7 | 1.4 | 4.0 | 64.4*
CC(C)(C)c1ccc(OCCC(=O)NC2=NCCS2)cc1 | 0.9 | -3.0 | 1.1 | 1.57 | 12.2 | 4.2 | 1.1 | -16.1 | -11.2
Cc1ccc(SCCNC(=S)Nc2cc(C)ccc2C)cc1 | 0.5 | -14.0 | 0.6 | -0.53 | 53.8* | 1.2 | 0.4 | -1.6 | 42.3
Cn1cnc2c1c(=O)n(Cc1c(Cl)cccc1Cl)c(=O)n2C | 0.5 | 4.0 | 0.7 | -0.04 | 49.5 | -12.6 | 1.3 | -2.1 | 32.6
CCn1ccc(=N)cc1 | 1.1 | 9.0 | 1 | 0.54 | -7.9 | -3.8 | 1.1 | 9.1 | -0.4
CCn1c(SCC(=O)Nc2ccc(NC(=O)c3ccco3)c(OC)c2)nc2ccccc2c1=O | 0.9 | 0.0 | 1 | 0.09 | 7.7 | -2.0 | 1 | 6.8 | -3.7
CCCCn1c(SCC(=O)OCC)nnc1-c1ccoc1C | 0.9 | -10.0 | 0.4 | 0.65 | 10.8 | -3.4 | 1.1 | 0.5 | 55.2*
CC(C)COc1ccc(CSCCNC(=S)Nc2ccccc2)cc1 | 0.6 | -14.0 | 0.4 | -0.93 | 35.6 | -6.4 | 1 | -4.6 | 58.3*
CCCNC(=O)Nc1nccs1 | 1 | 5.0 | 1 | 0.43 | -0.6 | 0.0 | 1.1 | 4.8 | -1.6
Cc1ccc(S(=O)(=O)NC2CCCC(C(=O)O)C2)cc1 (stereo not drawn) | 1.1 | 0.0 | 1.1 | 1.37 | -12.6 | -4.2 | 1.1 | -11.3 | -13.3
O=C(CCC(=O)Nc1nnc(C2CCCCC2)s1)NCC1CCCO1 (stereo not drawn) | 1 | 8.0 | 0.9 | 0.28 | -4.3 | -2.1 | 0.9 | -8.3 | 12.1
O=C1CC(c2ccc(F)cc2)Sc2ccccc2N1 (stereo not drawn) | . | 3.0 | . | -0.39 | . | 3.6 | . | -3.4 | .
Cc1ccc(CN(c2ccc(C(=O)N3CCCC3)cc2)S(C)(=O)=O)cc1 | 0.9 | 9.0 | 0.7 | 0.39 | 11.1 | 7.9 | 1.4 | 7.0 | 27.1
CCOCCc1nnc(NC(=O)c2ccc(OC)c(OC)c2)s1 | 0.9 | 7.0 | 1.3 | -0.73 | 9.5 | -9.2 | 1 | -2.4 | -31.3
COc1cc(-c2nnn(CC(=O)N3CCOCC3)n2)cc(OC)c1OC | 1.1 | 7.0 | 1.1 | -0.71 | -10.4 | 3.1 | 1.1 | -3.7 | -8.4
CC(C)c1ccc(N2CC(C(=O)Nc3nccs3)CC2=O)cc1 (stereo not drawn) | 0.4 | -1.0 | 0.2 | -0.18 | 59.1* | 5.5 | 0.9 | 28.0 | 78.1*
COc1ccc(N(CC(=O)NCc2ccco2)S(C)(=O)=O)cc1Cl | 0.3 | 9.0 | 1.2 | 1.62 | 66.2* | -2.2 | 1.4 | -6.0 | -20.1
COCCn1c(SCc2nc3sc(C(=O)OC)c(C)c3c(=O)[nH]2)nc2ccccc21 | 0.3 | 1.0 | 0.1 | -0.01 | 73.9* | -8.9 | 1.1 | 0.9 | 91.4*
COc1ccccc1OCC(=O)Nc1oc(-c2ccccc2)c(-c2ccccc2)c1C#N | 0.7 | -30.0 | 0.1 | -3.71* | 34.5 | -8.8 | 1.5 | -2.5 | 85.3*
CC(C)(C)NC(=O)Cn1c(-c2nonc2N)nc2ccccc21 | 0.4 | 1.0 | 0.2 | -1.11 | 62.5* | -9.2 | 1.1 | -4.4 | 76.2*
CCc1cc2c(NCCN3CCCCC3)ncnc2s1 | 0.7 | 9.0 | 1 | 0.34 | 27.0 | 6.3 | 0.8 | -7.1 | 2.1
Cc1cc(C)cc(NC(=O)C2CCN(c3nc(C)cc(C)n3)CC2)c1 | 1 | -5.0 | 0.8 | 0.25 | -2.3 | . | 1 | -5.3 | 15.4
COC(=O)Oc1ccc(/C=N/NC(=O)CSCc2ccccc2Br)cc1OC | 0.4 | 4.0 | 0.3 | -0.49 | 56.5* | 2.2 | 1 | 4.6 | 67.4*
O=c1c2c([nH]c3ccccc13)CCCCCC2 | 1 | 12.0 | 1.3 | -0.1 | -4.7 | 6.8 | 1 | -2.4 | -27.1
Cc1cc(=O)c2ccccc2s1 | 0.7 | 11.0 | 1.1 | 0.63 | 28.3 | 2.5 | 0.9 | 0.6 | -13.0
O=C(/C=C/c1ccccc1Cl)NCc1ccco1 | 1 | 5.0 | 2.3* | 0.05 | 2.7 | -3.4 | 1 | 1.0 | -131.5
NC(=O)CN1C(=O)C2CCCCN2C(=O)c2ccccc21 (stereo not drawn) | 0.9 | -1.0 | 0.9 | 0.28 | 6.1 | 3.8 | 1.1 | 2.9 | 7.5
COc1ccc2[nH]cc(C(=O)N3CCCCC3)c(=O)c2c1 | 1.1 | 4.0 | 1.1 | 1.57 | -8.4 | 6.5 | 0.9 | -1.9 | -14.4
Cc1ccc(-n2nc(C)c(C3C(C#N)=C(N)OC4=C3C(=O)CC(C)(C)C4)c2Cl)cc1 (stereo not drawn) | 0.9 | . | 0.9 | . | 6.8 | . | 1 | . | 11.0
CCn1nnnc1SCC(=O)Nc1cccc(C)n1 | 1 | 8.0 | 1.2 | 0.78 | -1.0 | 1.1 | 1 | -1.9 | -16.4
CCC(c1nnnn1Cc1ccc(OC)cc1)N(CCCO)Cc1cc2cc3c(cc2[nH]c1=O)OCO3 (stereo not drawn) | 0.6 | 5.0 | 0.5 | 2.15 | 41.6 | 3.8 | 1.5 | -4.1 | 46.0
COc1ccc(CNC(=O)C2CCCN2S(=O)(=O)c2ccc(C)cc2)cc1 (stereo not drawn) | 0.2 | -9.0 | 0.9 | 1.4 | 79.7* | -1.9 | 1.6 | 0.9 | 13.9
Cc1ccc(-n2ncc3c(NCCCOC(C)C)ncnc32)c(C)c1 | . | 14.0 | . | -0.96 | . | 3.7 | . | -3.0 | .
O=S(=O)(/N=C(/Nc1ccccn1)c1ccccc1)c1ccccc1 | 1 | -5.0 | 0.9 | -0.24 | -0.8 | -2.6 | 1 | 18.0 | 7.7
COC(=O)c1ccccc1-c1ccc(/C=C2\C(=O)N(c3ccccc3)N=C2c2ccccc2)o1 | 0.1 | -45.0 | 0.2 | -0.02 | 94.1* | -3.6 | 0.7 | -6.2 | 82.8*
O=C(Cn1c(CC(=O)N2CCOCC2)nc2ccccc21)Nc1ccc2c(c1)OC(F)(F)O2 | 0.8 | -15.0 | 0.9 | -0.75 | 20.9 | 3.2 | 1.1 | 2.2 | 12.2
CC(C)CCOc1cccc(OCC(=O)N(C)C2CCS(=O)(=O)C2)c1 (stereo not drawn) | 1 | -3.0 | 1 | 0.85 | 2.1 | . | 1.1 | -0.7 | 3.5
Cc1ccc(CNC(=O)C2CC(c3ccc([N+](=O)[O-])cc3)=NO2)cc1 (stereo not drawn) | 1 | 4.0 | 1.1 | . | 2.2 | -0.8 | 1 | 3.4 | -6.5
COc1ccc(OC)c(-n2c(O)cnc2Nc2nc(C)cc(C)n2)c1 | 0.9 | -2.0 | 1.1 | 0.04 | 5.0 | -1.9 | 1.1 | -2.5 | -8.2

3 entries drawn at random from those above, as already listed:
SMILES | CYP2C19 act | Ecoli WT expand | CYP2C9 act | Pyk2 oligo antag | CYP2C19 inh | EphB4 antag | PLAP act | PostGolgi yeast | CYP2C9 inh
COc1ccc2[nH]cc(C(=O)N3CCCCC3)c(=O)c2c1 | 1.1 | 4.0 | 1.1 | 1.57 | -8.4 | 6.5 | 0.9 | -1.9 | -14.4
O=S(=O)(/N=C(/Nc1ccccn1)c1ccccc1)c1ccccc1 | 1 | -5.0 | 0.9 | -0.24 | -0.8 | -2.6 | 1 | 18.0 | 7.7
COc1ccc(CNC(=O)C2CCCN2S(=O)(=O)c2ccc(C)cc2)cc1 (stereo not drawn) | 0.2 | -9.0 | 0.9 | 1.4 | 79.7* | -1.9 | 1.6 | 0.9 | 13.9

Next part.
SMILES | CYP2C19 act | Ecoli WT expand | CYP2C9 act | Pyk2 oligo antag | CYP2C19 inh | EphB4 antag | PLAP act | PostGolgi yeast | CYP2C9 inh
COc1ccccc1CNC(=O)C1CCCN(S(C)(=O)=O)C1 (stereo not drawn) | 1.1 | 2.0 | 1.2 | 0.22 | -10.9 | 1.2 | 1.1 | -3.8 | -15.1
Fc1ccc(-c2nc3nc4ccccc4nc3n2Cc2ccco2)cc1 | 0.9 | -14.0 | 0.7 | -0.95 | 13.3 | -11.0 | 0.8 | 5.3 | 29.2
CN(C)c1ccnc2sc(C(N)=O)c(N)c12 | 0.9 | 4.0 | 1 | 0.4 | 6.0 | 1.1 | 0.9 | -8.7 | 4.6
COc1ccc2oc(C)c(NC(C)=O)c2c1 | 0.9 | -7.0 | 1.1 | 0.11 | 13.5 | -6.1 | 0.9 | -7.8 | -8.9
CCOC(=O)c1c(NC(=O)C(F)(OC)C(F)(F)F)sc2c1CCN(C)C2 (stereo not drawn) | 0.7 | 11.0 | 0.9 | -0.69 | 33.5 | 0.1 | 1.2 | 5.6 | 9.5
Cc1cccc(C)c1NC(=O)CSc1nnc(-c2ccoc2C)n1CCc1ccccc1 | 0.3 | 9.0 | 0.3 | -1.09 | 69.9* | -4.0 | 1.6 | 13.2 | 68.3*
COC(=O)C1=C(C)n2nnnc2NC1c1ccc(Cl)cc1 (stereo not drawn) | 0.7 | -9.0 | 0.7 | -0.67 | 29.9 | -8.9 | 1 | 2.8 | 31.7
COc1ccc(OC)c(NC(=O)Nc2ccc(Cl)cc2)c1 | 0.7 | 1.0 | 0.9 | -1.76 | 29.1 | -1.0 | 0.9 | -3.5 | 12.2
Cc1csc(C(C#N)C(=O)c2cc3ccccc3o2)n1 (stereo not drawn) | 1 | -7.0 | 0.4 | -0.82 | 4.1 | 4.0 | 1 | -5.4 | 60.2*
COC(=O)C1=C(C)N(c2cccc(C)c2)C(=O)/C1=C\c1cccs1 | 0.5 | 3.0 | 0.5 | -0.04 | 47.9 | -7.8 | 0.9 | -6.5 | 50.2*

Two of the compounds above, with two lines to a compound.
Every second line gives: CYP2C19 act	Ecoli WT expand	CYP2C9 act	Pyk2 oligo antag	CYP2C19 inh	EphB4 antag	PLAP act	PostGolgi yeast	CYP2C9 inh
COC(=O)C1=C(C)N(c2cccc(C)c2)C(=O)/C1=C\c1cccs1
 : 0.5	3.0	0.5	-0.04	47.9	-7.8	0.9	-6.5	50.2*
Cc1cccc(C)c1NC(=O)CSc1nnc(-c2ccoc2C)n1CCc1ccccc1
 : 0.3	9.0	0.3	-1.09	69.9*	-4.0	1.6	13.2	68.3*
